Screening data: PubChem BioAssay, several laboratories
MEP2 TOR yeast: modulators of TOR pathway MEP2-GFP in S. cerevisiae. S. cerevisiae MEP2-GFP strain, flow cytometry GFP, 3 h; 100% = DMSO control level. 0.51% of 330,000 active. GFP response vs DMSO, % at 10 µM;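 active = GFP response versus DMSO above a set limit, roughly screen mean plus 3 SD, cut at about 180% in these data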;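 note: median GFP fluorescence of the barcode-gated MEP2-GFP cells per well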
CIT2-GFP yeast: yeast TOR pathway CIT2-GFP modulation; S. cerevisiae CIT2-GFP strain, flow cytometry, 3 h; 100 means same as DMSO wells; GFP response vs DMSO, % at 10 µM; 0.065% of 320,000 active;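 active = GFP response relative to DMSO above a set limit, near the screen mean plus 3 SD, cut at about 150% in these data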;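 note: ratio of well median GFP fluorescence to mean of DMSO wells on the plate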
procasp3 activ: activators of human procaspase-3 | P42574 | activation, % at 8.5 µM | 0.11% of 330,000 active | recombinant procaspase-3 D3A, Ac-DEVD-pNA absorbance 405 nm;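 active = activation above the mean of all tested compounds plus 3 SD, cut at about 21% in these data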;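 note: 0% = DMSO alone and 100% = DMSO wells spiked with extra 5 µM PC-3 D3A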
Target sequence (P42574 whole entry D9A/D28A/D175A): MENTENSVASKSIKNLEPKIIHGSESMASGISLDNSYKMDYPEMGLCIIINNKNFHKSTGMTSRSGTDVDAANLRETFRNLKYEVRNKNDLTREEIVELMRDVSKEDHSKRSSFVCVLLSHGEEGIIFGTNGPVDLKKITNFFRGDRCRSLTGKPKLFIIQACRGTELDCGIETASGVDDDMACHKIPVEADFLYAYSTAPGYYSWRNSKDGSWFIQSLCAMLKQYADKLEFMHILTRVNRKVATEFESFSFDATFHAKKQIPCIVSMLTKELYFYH
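Evaluation: percent activation relative to control range; Material: Procaspase-3 D3A mutant, all three cleavage aspartates alanine; Compound: single dose, 8.5 µM nominal compound, 0.8% DMSO; Replication: one well per compound; Signal: absorbance at 405 nm, 0 and 120 min; Schedule: 1 h preincubation plus 2 h reaction at 25 °C.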
AGP1-GFP MLPCN: alters AGP1-GFP fluorescence in TOR pathway yeast screen | S. cerevisiae AGP1-GFP multiplex flow cytometry, 3 h; GFP as percent of DMSO wells | GFP response vs DMSO, % at 10 µM | 0.02% of 320,000 active;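 active = GFP response relative to DMSO above a set limit, near screen average plus 3 SD, cut at about 150% in these data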;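 note: median GFP channel fluorescence of the gated AGP1 strain per well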
AHR activator: human AHR activation; AID 2796; P35869; AHR-responsive luciferase reporter cells, luminescence; 2.5% of 320,000 active; activation, % at 5 µM; in the data active = activation above about 47%;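 note: 0% = vehicle wells and 100% = reference agonist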
RPL19A-GFP yeast: yeast TOR pathway RPL19A-GFP modulation | S. cerevisiae RPL19A-GFP strain, flow cytometry, 3 h; active compounds read low | percent response vs DMSO, % at 10 µM | 0.3% of 330,000 active | AID 2025;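 active = percent response vs DMSO below 50%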;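 note: median channel GFP fluorescence of the barcoded RPL19A-GFP strain; ratio of sample median GFP to plate DMSO average so 100% = DMSO; lower means less RPL19A-GFP as with rapamycin TOR inhibition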
proCasp7 act: counter-screen for procaspase-3 activators: activators of human procaspase-7; P55210; recombinant procaspase-7, Ac-DEVD-pNA absorbance 405 nm; D23A/D198A/D206A triple mutant, cannot self-cleave; scale: DMSO 0, 5 µM enzyme 100; activation, % at 8.5 µM; 0.093% of 330,000 active; AID 463210;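 active = percent activation above the screen-wide mean plus 3 SD, cut at about 25% in these data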
Target sequence (P55210 whole entry D23A/D198A/D206A): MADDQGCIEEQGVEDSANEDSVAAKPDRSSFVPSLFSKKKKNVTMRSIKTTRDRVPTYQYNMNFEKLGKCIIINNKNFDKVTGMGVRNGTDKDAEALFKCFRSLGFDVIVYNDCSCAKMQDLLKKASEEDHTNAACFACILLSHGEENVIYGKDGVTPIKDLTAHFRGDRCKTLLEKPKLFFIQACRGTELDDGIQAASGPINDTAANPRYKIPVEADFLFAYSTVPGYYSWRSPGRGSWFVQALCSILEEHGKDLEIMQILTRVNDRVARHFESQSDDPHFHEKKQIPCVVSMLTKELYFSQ
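System: Uncleavable procaspase-7 mutant enzyme; Amount: 2 µM procaspase-7 mutant as dispensed; Schedule: 1 h compound preincubation, 2 h substrate cleavage, 25 °C; Measured by: 405 nm absorbance of p-nitroaniline; Evaluation: percent activation from buffer-corrected 0–120 min absorbance change; Control set: low DMSO alone, high DMSO plus 5 µM PC-7.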
LAP4 TOR yeast: yeast TOR pathway LAP4-GFP modulation. S. cerevisiae LAP4-GFP multiplex, flow cytometry GFP, 3 h; median GFP as percent of DMSO wells. GFP response vs DMSO, % at 10 µM. 0.34% of 320,000 active. AID 2023;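 active = GFP response vs DMSO above a set limit, about the screen mean plus 3 SD, cut at about 150% in these data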
* = called active by the depositor; . = not tested or not shown. Some of the compounds tested (hit frequency here may not be typical).

SMILES	MEP2 TOR yeast	CIT2-GFP yeast	procasp3 activ	AGP1-GFP MLPCN	AHR activator	RPL19A-GFP yeast	proCasp7 act	LAP4 TOR yeast
COc1ccc(-c2nn(CCC#N)cc2C(=O)Nc2ccccc2)cc1OC	95	102	-4	101	-1	100	-9	95
COc1ccc(C(=O)Cn2c(NCCCl)nc3ccccc32)cc1	105	105	1	99	2	98	13	95
COc1cc(/C=C/c2nc3ccccc3c(=O)n2-c2ccccc2O)ccc1O	95	100	0	104	21	102	-8	95
O=C1NC(=O)C(CCc2ccncc2)(Cc2ccc([N+](=O)[O-])cc2)C(=O)N1	103	98	3	101	2	98	-1	99
COC(=O)C1=C(c2ccc(F)cc2OCc2ccccc2)C[C@@H]2CC[C@H]1N2C(=O)NCCN1CCOCC1	91	90	-4	98	0	94	-10	100
COc1ccc(N2CCN(C(CNC(=O)Oc3ccccc3)c3cccnc3)CC2)cc1 (stereo not given)	91	98	7	97	0	93	1	90
CCc1ccccc1NC(=O)CSc1nnc([C@@H](N)Cc2c[nH]c3ccccc23)o1	104	98	-10	109	12	106	4	107
CCC(NC(=O)OC(C)(C)C)C(=O)Oc1cc(C)cc2oc(=O)c3c(c12)CCC3 (stereo not given)	106	105	6	108	5	106	5	91
C[C@@H]1CC[C@@]2(NC1)O[C@H]1C[C@H]3[C@@H]4CC=C5C[C@@H](O)CC[C@]5(C)[C@H]4CC[C@]3(C)[C@H]1[C@@H]2C	102	101	8	104	0	108	7	116
CN(C)Cc1c[nH]c2ccccc12	107	96	5	98	12	95	8	100
Cc1c(N)c(C)c([N+](=O)[O-])c(C)c1[N+](=O)[O-]	105	77	-6	100	-1	108	7	100
CCCN1CCC2(CC1)NC(CO)(CO)CO2	103	102	4	96	0	93	16	91
COC(=O)C1=C(c2c(C)noc2C)C[C@@H]2CC[C@H]1N2C(=O)NCc1ccco1	96	98	-6	100	1	96	-3	104
COC(=O)C1=C(c2cccc(C#N)c2)C[C@@H]2CC[C@H]1N2C(=O)NCc1cc(C)oc1C(F)(F)F	87	95	1	92	-1	97	-1	95
Clc1ccccc1Nc1ncnc(-n2cccc2)n1	106	103	5	101	101*	99	19	102
CCCCNC(=O)Nc1ccc(C(O)(C(=O)OCC)C(F)(F)F)cc1 (stereo not given)	107	100	2	104	6	102	5	104
CC(c1ccccc1F)n1cc(C(=O)Nc2ccc3nc[nH]c3c2)nn1 (stereo not given)	95	86	1	97	-2	97	-1	98
COc1cc(C(c2c(C)[nH]n(-c3ccccc3)c2=O)c2c(C)[nH]n(-c3ccccc3)c2=O)cc(OC)c1OC	91	108	-4	91	9	95	6	102
Fc1ccc(C2=CCN(C(c3cccs3)c3nnnn3CCc3ccccc3)CC2)cc1 (stereo not given)	92	83	0	92	-4	97	-9	108
CC[C@H](C)[C@@H]1O[C@@]2(C=CC1C)CC1C[C@@H](CC=C(C)C(O[C@H]3CC(OC)C(O[C@H]4CC(OC)C(O)C(C)O4)C(C)O3)C(C)C=CC=C3CO[C@@H]4C(O)C(C)=C[C@@H](C(=O)O1)[C@]34O)O2 (stereo not given in full)	102	90	6	87	-1	102	4	127
CN1C(=O)C(Cc2cccs2)C(=O)N(C)C1=O	104	101	-7	104	0	98	5	119
CCCCCCCCN=Cc1c(O)[nH]c(=O)[nH]c1=O	97	116	-4	115	2	103	9	116
Cc1cc(C)c(-n2c(O)c(/C=N/NC(=O)c3ccncc3)c(=O)[nH]c2=O)c(C)c1	104	99	-6	101	9	99	-8	99
CN1CCN(c2ccc([N+](=O)[O-])c(Sc3nncn3C)c2)CC1	100	106	-9	107	1	111	-5	100
CC(C)c1cccc(C(C)C)c1O	91	100	5	93	-1	102	-7	106
C[C@]12CCC3C(CC[C@H]4C[C@@H](O)CC[C@]34C)C1C[C@@H](O)C2=O (stereo not given in full)	85	80	12	87	-2	93	4	102
CCn1c(O)c(/C=N/NC(=O)c2ccccc2)c(=O)n(CC)c1=S	105	106	-12	108	2	101	-37	114
COc1ccc2c3c1OC1C(=O)CC[C@@]4(O)[C@@H](C2)N(C)CC[C@]314 (stereo not given in full)	99	97	0	101	-1	101	-10	104
CC/C(=N\NC(=O)c1ccccc1O)c1c(O)n(C2CCCCC2)c(=O)[nH]c1=O	102	103	2	106	4	98	-17	94
COc1ccccc1N1C(=O)NC(=O)/C(=C\c2cnn(-c3ccccc3)c2)C1=O	87	77	-10	90	2	88	-9	106

As entered above.
COc1cc(C(c2c(C)[nH]n(-c3ccccc3)c2=O)c2c(C)[nH]n(-c3ccccc3)c2=O)cc(OC)c1OC | AGP1-GFP MLPCN = 91
CC/C(=N\NC(=O)c1ccccc1O)c1c(O)n(C2CCCCC2)c(=O)[nH]c1=O | procasp3 activ = 2
Clc1ccccc1Nc1ncnc(-n2cccc2)n1 | MEP2 TOR yeast = 106
CN1CCN(c2ccc([N+](=O)[O-])c(Sc3nncn3C)c2)CC1 | RPL19A-GFP yeast = 111
CCn1c(O)c(/C=N/NC(=O)c2ccccc2)c(=O)n(CC)c1=S | AGP1-GFP MLPCN = 108
CCCN1CCC2(CC1)NC(CO)(CO)CO2 | proCasp7 act = 16

Additional records:
SMILES	MEP2 TOR yeast	CIT2-GFP yeast	procasp3 activ	AGP1-GFP MLPCN	AHR activator	RPL19A-GFP yeast	proCasp7 act	LAP4 TOR yeast
O=C1COc2ccc(C(=O)COC(=O)Cc3ccccc3)cc2N1	90	86	3	94	-2	91	3	98
CC1CCCCN1C(=O)Cn1cc(C=C2C(=O)N(C)C(=O)N(C)C2=O)c2ccccc21 (stereo not given)	93	96	-2	97	7	101	-1	88
O=C(CN1CCOCC1)c1ccc(Br)cc1	95	96	-7	102	4	102	-3	101
COc1ccc(C2SCC(=O)Nc3c2c(C)nn3-c2ccccc2)cc1 (stereo not given)	90	78	-7	87	6	90	1	94
CCCNC(=O)N1[C@H]2CC[C@@H]1C(C(=O)OC)=C(c1ccccc1)C2	92	97	17	93	1	103	-10	115
O=S(=O)(c1ccc(Cl)cc1)N1CCCCC1c1cccnc1 (stereo not given)	101	105	2	105	0	94	2	100
O=C(COC(=O)c1ccc(O)cc1)Nc1ccc(Cl)cc1C(=O)c1ccccc1	110	94	-2	103	2	102	1	117
CC1CN=C(Nc2ccc(F)cc2)S1 (stereo not given)	102	97	6	98	-3	106	5	96
COC(=O)c1ccc(-n2c(C)nc3ccccc3c2=O)cc1	94	93	-8	99	0	100	-4	96
CCN1C(=O)NC(=O)/C(=C/c2cc(C)n(-c3sc(C)c(C)c3C#N)c2C)C1=O	86	88	-16	96	-2	103	-20	103
CCCCN1C(=O)C(C2c3ccccc3C(=O)N2Cc2ccccc2)C(=O)NC1=S (stereo not given)	101	108	-1	103	0	100	1	102
COc1cccc(-c2nn(Cc3ccccc3)cc2C(=O)O)c1	102	100	-1	100	2	111	1	106
CCN(N=Nc1nonc1OC)c1nonc1OC	101	97	0	.	0	100	17	100
Clc1ccc(CCNCc2ccncc2)c(Cl)c1	107	102	4	103	8	104	-6	96
Cc1c(C=O)c2ccccc2n1Cc1ccccc1F	102	99	4	100	-4	98	-1	104
O=C1NC(=O)N(Cc2ccccc2Cl)C(=O)/C1=C/c1cccs1	83	77	-10	81	-3	95	-17	133
COC(=O)c1c(C)n(Cc2ccc3c(c2)OCO3)c2ccc(O)cc12	100	95	4	95	0	96	-2	97
COC(=O)C1=C(c2ccc(F)cc2F)C[C@@H]2CC[C@H]1N2C(=O)N1CCC(O)CC1	95	92	-1	93	-1	96	10	90
COP(=O)(OC)C(O)C(Cl)(Cl)Cl (stereo not given)	99	80	8	86	-2	101	-4	102
CCCCCCNC(=O)N[C@@H](Cc1ccc(O)cc1)C(=O)NCCC[C@H]1CN2C(=NC[C@H]2C)N1CC1CCC1	89	64	0	73	6	90	8	123
CCCNC1=C(C)C(=O)C2=C(C1=O)C(COC(N)=O)[C@]1(OC)C3NC3CN21 (stereo not given in full)	101	98	7	102	6	102	9	90
COC(=O)C1=C(c2ccc(F)cc2OCc2ccccc2)C[C@@H]2CC[C@H]1N2C(=O)NCCOc1ccccc1	97	101	-1	101	1	96	2	101
c1ccc2c(CNC3CCCCC3)c[nH]c2c1	102	111	5	110	15	.	-6	97
O=[N+]([O-])c1cccc(CN2CCN(Cc3ccc(Cl)cc3)CC2)c1	97	100	4	106	1	99	-1	99
CC/C(=N\NC(=O)c1ccccc1O)c1c(O)n(Cc2ccccc2)c(=O)[nH]c1=O	97	93	-3	96	7	98	-13	100
COC(=O)C1=C(c2ccc(S(C)(=O)=O)cc2)C[C@@H]2CC[C@H]1N2C(=O)NC(C)C	95	73	13	79	-1	92	9	127
CCOC(=O)C1(CCCc2ccccc2)CCN(C2CCCC2)CC1	99	96	2	99	5	101	6	97
CCOc1ccc(NC(=O)c2c(C)nn(Cc3ccccc3)c2Cl)cc1	64	90	2	85	7	99	-2	78
CCOC(=O)C1(c2ccccc2)CCN(CC(=O)Nc2ccc(C)cc2)CC1	95	93	0	90	7	91	2	94
CCC(=NCC1CCCO1)c1c(O)n(Cc2ccccc2)c(=O)[nH]c1=O (stereo not given)	102	100	8	105	3	101	-5	100
O=C(NCCO)c1nsnc1NCCCl	93	102	-9	100	2	95	3	95
COc1ccc(CCNC2CCCCCC2)cc1	111	103	2	96	0	106	1	100
O=c1[nH]c(=O)n(CCc2ccccc2)c(O)c1C=NCCCn1ccnc1	97	93	2	.	13	89	14	100
CCOC(=O)CCN=Cc1c(O)n(-c2ccc(Br)cc2)c(=O)[nH]c1=O	103	100	-6	109	-1	108	5	108
C1CCC2CCCCC2C1 (stereo not given)	104	104	13	102	0	98	14	105
COc1ccc(C(C)=O)cc1CN1CC=C(c2ccccc2)CC1	107	102	-5	100	-5	104	1	98
C[C@H]1CCC/C=C/C2C[C@H](O)CC2[C@H](O)/C=C/C(=O)O1 (stereo not given in full)	99	89	9	94	-10	97	1	100
Cc1cc(Oc2ccc(C(F)(F)F)cc2[N+](=O)[O-])c2c3c(c(=O)oc2c1)CCC3	100	96	10	93	3	103	-6	90
COc1cc(NC(=O)CN2C3CCC2CC(O)(c2cccnc2)C3)cc(OC)c1 (stereo not given)	100	103	2	106	3	97	2	101
Cc1nc2cc(-c3cccc(F)c3)nn2c(C)c1CCC(=O)N1CCC2(CC1)OCCO2	97	95	5	91	-12	96	17	106
CCN(CC)C(=O)c1ccc(NC(=O)c2c(C)noc2C)cc1	102	98	3	100	-1	99	9	98
COc1ccccc1OP(=O)(Nc1ccc(Br)cc1)Oc1ccccc1OC	103	107	-2	98	17	104	1	92
CN1C2CCC1CC(OC(=O)c1cc(Cl)cc(Cl)c1)C2 (stereo not given)	101	110	7	.	-5	98	-3	111
CCc1c(C)nc(N)nc1N1N=C1SCC#N	99	106	-6	95	-1	94	-5	94
c1cc(CNCCc2ccc3c(c2)OCO3)ccn1	103	98	-2	94	0	105	11	96
N=c1sccn1Cc1ccccc1F	105	98	.	96	.	100	.	90

Complete entries as entered above. Order of values: MEP2 TOR yeast	CIT2-GFP yeast	procasp3 activ	AGP1-GFP MLPCN	AHR activator	RPL19A-GFP yeast	proCasp7 act	LAP4 TOR yeast
Cc1cc(Oc2ccc(C(F)(F)F)cc2[N+](=O)[O-])c2c3c(c(=O)oc2c1)CCC3 as listed: 100	96	10	93	3	103	-6	90
N=c1sccn1Cc1ccccc1F as listed: 105	98	.	96	.	100	.	90
